Screening data as filed in PubChem BioAssay.
Giardia FBPA inh = Giardia lamblia aldolase inhibition; purified Giardia FBPA; A8B2U2; 290,000 tested, 0.71% active; Potency, µM (doses to about 59.6 µM), without a hit: at the highest dose activity, negative = inhibition, hits mostly inhibitors; further: potency means the concentration at half of the fitted maximal effect; nearly all actives have a fitted effect of over 55% in size
Target sequence (A8B2U2 whole entry, looked up): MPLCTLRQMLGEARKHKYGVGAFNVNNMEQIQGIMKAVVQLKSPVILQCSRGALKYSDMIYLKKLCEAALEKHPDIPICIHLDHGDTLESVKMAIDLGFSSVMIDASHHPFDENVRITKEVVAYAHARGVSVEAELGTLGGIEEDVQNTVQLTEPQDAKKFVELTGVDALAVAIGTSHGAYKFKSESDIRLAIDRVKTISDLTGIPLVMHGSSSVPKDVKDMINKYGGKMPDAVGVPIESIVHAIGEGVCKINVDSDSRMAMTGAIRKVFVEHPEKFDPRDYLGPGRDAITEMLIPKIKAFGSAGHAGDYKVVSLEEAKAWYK
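40 nM FBPA preincubated 10 min at RT with compound (up to 57.5 uM final), then substrate plus GAPDH/TPI/NAD/arsenate coupling and diaphorase/resazurin added. Fluorescence read after 20 min at RT, 525/598 nm.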
AmpC inh no detg = AmpC beta-lactamase inhibition without detergent. P00811. AmpC nitrocefin hydrolysis, absorbance 480 nm, 0.0001% Triton. Potency, µM (doses to about 57.1 µM), inactives show top-dose activity change, negative = inhibition, most hits filed as inhibitors. 330,000 tested, 0.52% active. AID 485341;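 further: potency means the concentration at half of the fitted maximal effect; plate controls were no compound for no effect and no enzyme for full effect; nearly all actives have a fitted effect of over 20% in size; some results filed as inactive show a strong effect at the top dose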
Target sequence (P00811 whole entry, looked up): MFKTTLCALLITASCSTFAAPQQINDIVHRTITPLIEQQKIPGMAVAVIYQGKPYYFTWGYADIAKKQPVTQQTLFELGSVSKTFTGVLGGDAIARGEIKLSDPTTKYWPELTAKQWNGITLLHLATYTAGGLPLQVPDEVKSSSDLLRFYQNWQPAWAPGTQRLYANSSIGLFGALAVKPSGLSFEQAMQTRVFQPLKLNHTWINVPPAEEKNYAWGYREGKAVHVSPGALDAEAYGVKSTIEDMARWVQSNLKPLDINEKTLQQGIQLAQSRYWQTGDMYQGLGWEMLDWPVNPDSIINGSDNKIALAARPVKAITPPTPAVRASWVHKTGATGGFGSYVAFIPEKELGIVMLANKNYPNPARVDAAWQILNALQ
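AmpC (5.3 nM in the dispensed reagent) in 20 mM phosphate pH 7.0 with 0.01% (detergent screen) or 0.0001% Triton X-100 was preincubated with compounds for 15 min at room temperature. Nitrocefin was then added from an 800 uM solution, and hydrolysis was followed at 480 nm.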
HCV inhibitor = blocks hepatitis C virus; Potency, µM (doses to about 41.8 µM), for the others: at the top dose activity change, negative = inhibition, hits mostly inhibitors; AID 651820; 340,000 tested, 3.4% active; Huh7.5.1 HCVcc-Cre infection, luciferase reporter, 44 h; further: potency means the concentration at half of the fitted maximal effect
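Compounds are dispensed onto cells plated 4 h earlier at 1,000 per well, with HCVcc-Cre virus (about 0.5 moi) added next. Following 44 h of culture, luminescent signal is measured for 15 sec after 15 min with substrate at room temperature.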
HCMV antiviral = human cytomegalovirus inhibition | AID 1259415 | HFF cells, HCMV-luciferase reporter, 72 h; hits give low values | activity change, negative = inhibition, % at 57.5 µM | 410,000 tested, 4.5% active; in the data active means activity change below about -60%; inconclusive means no clear call, values can overlap the other calls; inactive means above about -39%
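Luciferase read-out from HCMV-luciferase-infected HFFs (MOI 1 PFU/cell) 72 h post infection at 37C; compounds added after 16 h cell attachment; activity normalized between buffer-only basal and Salinomycin (10uM) inhibitor controls.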
Sm TGR inh = inhibitors of Schistosoma mansoni thioredoxin glutathione reductase. purified TGR, DTNB reduction, TNB absorbance 405 nm. Potency, µM (titrated, usually from 114 µM), for the others: at the top dose activity change, negative = inhibition, actives largely listed as inhibitors. 360,000 tested, 3% active. AID 485364; further: potency means the concentration at half of the fitted maximal effect; nearly all actives have a fitted effect of over 60% in size
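First, TGR (20 nM dispensed) and NADPH were mixed with compound. Second, a 15 min room-temperature incubation followed. Third, further NADPH and then DTNB were added to start the reaction. Finally, TNB absorbance was monitored kinetically.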
AmpC inh detg = inhibitors of E. coli AmpC beta-lactamase with detergent | AID 485294 | P00811 | AmpC hydrolysis of nitrocefin, absorbance 480 nm, 0.01% Triton | 370,000 tested, 0.041% active | Potency, µM (series often up to 114 µM), without a hit: at the highest dose activity change, negative = inhibition, hits mostly inhibitors;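 further: potency means the concentration at half of the fitted maximal effect; 0% = no-compound wells and -100% = no-enzyme wells; nearly all actives have a fitted effect of over 25% in size; some results filed as inactive show a strong effect at the top dose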
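AmpC (5.3 nM in the dispensed reagent) in 20 mM phosphate pH 7.0 with 0.01% (detergent screen) or 0.0001% Triton X-100 was preincubated with compounds for 15 min at room temperature. Nitrocefin was then added from an 800 uM solution, and hydrolysis was followed at 480 nm.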
* marks the source's active call; other numbers are inactive results; ? = inconclusive; . = no result given; & = joins results of further samples; [ ] = dose if it differs, or a comment. Unless noted, the call rests on the fitted dose curve; in most records, active means well fitted curve in the direction sought with a large enough effect; inconclusive means small, poorly fitted or top-dose-only effect, or another doubt; inactive means no such curve, though single readings can be large; an effect the other way counts as inactive or inconclusive. Unless noted, on the % scale 0 is the no-effect control and ±100 the full control effect.

SMILES | Giardia FBPA inh | AmpC inh no detg | HCV inhibitor | HCMV antiviral | Sm TGR inh | AmpC inh detg
CC1CN(CC(=O)Nc2cc(S(=O)(=O)N3CCCC3)ccc2Cl)CC(C)O1 (centres undefined) | 3.8% | -2.2% | -28.8% | -29.7 | -4.0% | -12.4%
COc1cc(/C=C2/C(=N)N3C=CSC3=NC2=O)ccc1OCCCOc1cc(C)ccc1C | . | -10.1% | ? | -16.7 | 17.5% | 3.4%
CCOC(=O)C1=C(C)NC(C)=C(C(=O)OCC)C1C(=O)OCC(=O)NC1CCCCC1 | . | 94.0%[activator] | ? | -36.0 | . | .
O=C(Nc1ccccc1N1CCOCC1)c1ccc(Cl)c(S(=O)(=O)NCc2ccco2)c1 | 1.5% | -11.7% | ? | ? | 4.0% | -3.6%
CC(C)NC(=O)C1CCN(Cc2cnn(-c3ccccc3)c2-n2cccc2)CC1 | 9.1% | -2.0% | -6.3% | -5.4 | 8.3% | ?
Cc1ccc(N(C)S(=O)(=O)c2cccc(C(=O)NCCCN3CCCC3=O)c2)cc1 | . | 103.3%[activator] | -0.5% | 0.0 | -17.7% | -12.7%
O=C(NCc1ccco1)c1ccc(COCC(F)(F)C(F)F)cc1 | 8.0% | -5.4% | -9.9% | -12.8 | -19.1% | -5.9%
Clc1ccc2nc(N3CCCCC3)sc2c1 | 0.4% | -17.6% | ? | 43.3 | 1.6% | 1.1%
Cc1nnc(SCC(=O)NC(C)(C)C)n1NCc1c(F)cccc1Cl | 1.8% | -0.2% | -21.5% | ? | 37.7%[activator] | 5.8%
Cc1ccc2oc(C(=O)Nc3ccc(S(=O)(=O)Nc4onc(C)c4C)cc3)cc(=O)c2c1 | . | -21.7% | -1.6% | 13.7&19.5 | -16.1%&0.2% | -2.5%&17.1%
CCOc1ccc(N2C(=O)/C(=C/c3cc(OC)c(OC)c(OC)c3)N(CC(=O)OC)C2=S)cc1 | . | 72.4%[activator] | ? | -15.7 | 12.0% | ?
COc1ccc(-n2c(SCC(=O)N3CCc4ccccc43)nc3c([nH]c4ccccc43)c2=O)cc1 | . | . | . | 34.7 | 4.1% | 3.1%
CCCCOc1ccc(S(=O)(=O)N2CCCCC2)cc1 | -5.1% | -0.9% | ? | -17.8 | 8.3% | 2.2%
CCC(=O)Nc1cccc(NC(=O)CSc2nnc(-c3ccc(NS(C)(=O)=O)cc3)n2CC)c1 | 2.6% | -7.3% | ? | -1.1 | 1.1% | -1.8%
Cc1ccccc1COC(=O)CCCC1=NS(=O)(=O)c2ccccc2N1 | . | -31.8% | 2.8% | ? | 17.0% | -0.6%
CCCOc1ccc(C(CC(=O)O)NC(=O)C(c2ccccc2)c2ccccc2)cc1 (centres undefined) | . | -23.1% | 3.3% | -21.3 | -11.0% | 0.2%
Cc1ccc(S(=O)(=O)NN2C(=O)c3ccccc3NC2(C)C)cc1 | -5.0% | -41.6% | 1.3% | -7.4 | -3.8% | -4.9%
COCC(=O)Nc1nnc(C2CCCCC2)s1 | -3.7% | -4.8% | -1.3% | 83.0 | 2.8% | ?
CC/C(C)=C1\SC(N2CCN(C(C)=O)CC2)=NC1=O | -6.4% | -24.5% | -1.4% | -5.3 | 8.1% | -4.6%
CC(C)c1ccc(NC(=O)c2ccc3c(c2)CCN3S(C)(=O)=O)cc1 | -4.8% | 3.3% | ? | ? | -15.8% | ?
Cc1ccccc1NC(=O)CSc1nc2c(c(-c3ccco3)c1C#N)CCCC2 | 4.3% | -6.1% | -0.6% | 15.0 | 0.0% | -20.3%
CC(C)Oc1ccc(C(=O)Nc2ccc3c(c2)n(C)c(=O)n3C)cc1 | 8.3% | 55.2% | ? | 161.9 | -6.6% | -3.3%
Cc1ccc(/C=C/c2onc(C)c2S(=O)(=O)N2CCC(C(=O)Nc3cc(C)ccc3C)CC2)cc1 | . | . | . | 14.5 | -5.3% | 16.2%
Cc1ccc(-c2cc(C(=O)N3CCCc4ccccc43)no2)cc1 | 2.5% | -13.3% | -22.5% | 17.4 | . | -5.0%
O=C(NCc1ccco1)C1CN(S(=O)(=O)c2ccccc2)CCN1S(=O)(=O)c1ccccc1 (centres undefined) | 8.4% | -25.7% | -25.8% | -12.1 | ? | -2.0%
More compounds
SMILES | Giardia FBPA inh | AmpC inh no detg | HCV inhibitor | HCMV antiviral | Sm TGR inh | AmpC inh detg
C[C@H](CO)N1C[C@H](C)[C@@H](CN(C)S(=O)(=O)c2cccs2)Oc2ccc(NS(=O)(=O)c3cn(C)cn3)cc2C1=O | . | 57.1% | -13.3% | ? | . | .
CN(C)NC(=S)Nc1ccc(Cl)cc1 | -11.8% | -20.8% | 12.1% | -9.1 | -8.0% | 8.3%
Cc1cnc(C(=O)OCC(=O)N(CC(C)C)C2CCS(=O)(=O)C2)cn1 (centres undefined) | . | -5.4% | 8.5% | -18.1 | . | .
COc1cc(C)ccc1OCc1cc(C(=O)N(C)CCCN2CCOCC2)no1 | -6.5% | 47.9% | -5.6% | 69.7 | -22.4% | -13.7%
Cc1onc(-c2ccccc2)c1C(=O)NCc1ccc(Cl)cc1 | 2.8% | -14.8% | 4.5% | ? | -18.8% | 1.3%
COC(=O)c1sc(Nc2ccccc2)nc1C | 0.2% | -18.8% | -16.9% | 92.4 | 0.0% | 4.5%
Cc1csc2nc(CSc3ccc(Cl)cc3)cn12 | -3.9% | -13.5% | 8.4% | . | ? | -17.3%
COc1ccc(-n2cnc3cc(C(=O)N4CCC5(CC4)OCCO5)ccc32)cc1 | -0.2% | 78.8%[activator] | 3.0% | ? | 0.4% | -0.2%
COc1ccc(Cc2nc3ccc(C(=O)NCC4COCCO4)cc3o2)cc1OC (centres undefined) | 0.6% | 18.2% | -2.5% | 27.4 | -11.6% | -8.9%
COc1ccc(-c2nc(NC(=O)Cn3cnnn3)sc2C)cc1 | 0.7% | -11.6%[11.4 µM] | -3.4% | ? | 3.0% | -8.0%
Cc1cc2nnc(SCC(=O)Nc3cccc(S(=O)(=O)N4CCOCC4)c3)n2c2ccccc12 | 6.2% | -7.3% | -25.4% | ? | -10.9% | 2.3%
O=C1CC(Cc2ccccc2)C(=O)N1c1ncccn1 (centres undefined) | 2.2% | -12.0% | 21.7% | 34.7 | 50.1µM* | 4.8%
CC1(C)C2CCC1(C)C(Nc1ccccc1)C2 (centres undefined) | -18.0% | -26.3% | 13.6% | 0.0 | -8.2% | -2.4%
COc1cccc(Nc2c(Nc3cccc(OC)c3)c(=O)c2=O)c1 | 16.9% | -9.0% | 23.5% | -26.3 | 1.9% | -1.8%
C/C(=N\NC(=O)c1sccc1C)c1cccnc1 | -10.5% | -13.4% | 10.3% | . | ? | ?
O=C(CCC(=O)OCC(=O)c1ccccc1)NC1CCCCC1 | 0.8% | -5.1% | 12.2% | -19.4 | -6.3% | ?
O=C(O)C1C2CCC(O2)C1C(=O)NC1CCCCC1 (centres undefined) | 7.8% | -18.5% | 17.0% | 5.0 | -9.6% | -8.9%
Cc1ccc(/C=C2/NC(=O)N(Cc3ccccc3)C2=O)o1 | ? | -34.0% | 3.9% | 1.7 | 22.4µM* | -10.0%
COc1cccc(CC(=O)Nc2cc(C(F)(F)F)ccc2N2CCCC2)c1 | . | -17.4% | -28.4% | 8.5 | -0.3% | -0.1%
Cc1ccc(NC(=O)C2CCN(S(=O)(=O)c3ccc4c(c3)NC(=O)C(C)S4)CC2)cc1Cl (centres undefined) | . | -36.7% | ? | -99.3* | -8.7% | -7.7%
CCOC(=O)[C@@H]1[C@H]2COc3ccc(Br)cc3[C@H]2N2C(=O)N(c3ccc(C)cc3)C(=O)[C@@]12C | . | -33.2% | 4.3% | -34.7 | . | .
COC(=O)c1cc(NC(=O)CN2CCOCC2)cc(C(=O)OC)c1 | -2.0% | -8.4% | 0.0% | ? | -27.7% | -11.1%
CCc1cccc(CC)c1NC(=O)COC(=O)CC1c2ccccc2CCN1S(=O)(=O)c1ccc(F)cc1 (centres undefined) | 2.1% | -0.1% | -2.1% | -37.3 | 8.9% | -11.2%
Cc1ccc2nc3c(cc(C(=O)NC4CCCC4)c(=N)n3C3CCCCC3)c(=O)n2c1 | . | -30.1% | ? | -5.0 | -7.4% | 2.5%
CCN1C(C(=O)c2ccccc2)=C(OC(=O)COc2ccccc2)c2ccccc2S1(=O)=O | . | . | . | -60.2* | 15.8µM* | 3.6%

Among those listed so far, two have a thiophene ring, fused or not.
SMILES | Giardia FBPA inh | AmpC inh no detg | HCV inhibitor | HCMV antiviral | Sm TGR inh | AmpC inh detg
C[C@H](CO)N1C[C@H](C)[C@@H](CN(C)S(=O)(=O)c2cccs2)Oc2ccc(NS(=O)(=O)c3cn(C)cn3)cc2C1=O | . | 57.1% | -13.3% | ? | . | .
C/C(=N\NC(=O)c1sccc1C)c1cccnc1 | -10.5% | -13.4% | 10.3% | . | ? | ?

The results go on.
SMILES | Giardia FBPA inh | AmpC inh no detg | HCV inhibitor | HCMV antiviral | Sm TGR inh | AmpC inh detg
Cc1cccc(NC(=O)NC2(C)CCS(=O)(=O)C2)c1 (centres undefined) | -4.4% | -9.7% | -2.8% | 14.3 | 0.2% | 3.1%
CC1CCc2onc(C(=O)O)c2C1 (centres undefined) | -2.7% | -20.9% | 5.0% | -27.5 | -1.8% | 4.3%
Cc1c(NC(=O)C(C)OC(=O)c2cccnc2)c(=O)n(-c2ccccc2)n1C (centres undefined) | 2.7% | -12.3% | 7.0% | -13.6 | 2.5% | 0.6%
CCOc1ccc(C(=O)NN2C(=S)NC(C)(C)C=C2C)cc1 | -0.5% | -8.6% | -18.4% | 14.0 | -5.4% | -5.3%
CCOc1ccc(NC(=O)c2cccc3ccccc23)cc1 | -5.4% | -22.4% | ? | 4.6 | -2.6% | -13.7%
CCc1sc(C(=O)Nc2ccc3c(c2)OCO3)cc1C | . | -52.7% | ? | 164.1 | . | .
CCN(C[C@H]1N[C@@](CC)(C(=O)OC)[C@H]2C(=O)N(C)C(=O)[C@@H]12)C(=O)c1ccccc1 | . | -1.1% | -9.3% | 9.2 | . | .
CCC(=O)Nc1nc(C)c(C(=O)Nc2cccc(Cl)c2)s1 | -1.2% | 4.9% | ? | 58.8 | 5.8% | 5.3%
Cc1ccc(CCCOC(=O)C[N+]2(C)CCCC2)cc1 | 6.1% | -9.0% | 10.0% | -18.9 | -3.1% | 4.6%
Cc1ccc(Cl)cc1N1CCN(C(=O)C2CCN(S(=O)(=O)c3cn(C)cn3)CC2)CC1 | . | . | . | -20.9 | 7.2% | 11.1%
COc1ccccc1-n1c(SCC(=O)c2ccc(O)cc2O)nc2cc([N+](=O)[O-])ccc21 | -28.2% | ? | 12.6% | 134.4 | -4.8% | ?
O=S(=O)(c1ccc(F)cc1)N1CCCN(c2nccc(C(F)(F)F)n2)CC1 | 0.5% | 84.0%[activator] | 13.2% | -35.1 | 6.1% | 6.7%
O=C(/C=C/c1ccc(O)c(O)c1)c1ccc(S(=O)(=O)N2CCCCCC2)cc1 | ? | 25.1µM* | -12.4% | -7.8 | -25.2% | ?
